Compound activity deposited in PubChem BioAssay by The Scripps Research Institute Molecular Screening Center.
FBW7 activator: FBW7 E3 ligase activators, primary screen, biochemical, AlphaScreen, human; actives 0.13% (n = 650,000); normalized activity (activation), % at 26.1 µM; AID 1259310, 2017; F-box/WD repeat-containing protein 7 (Homo sapiens), Q969H0; AlphaScreen FBW7–phospho-cyclin E peptide binding, activator screen; in the data active means normalized activity above about 1.9%;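 further: purified mutant Fbw7 with reduced substrate affinity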
MITF primary: MITF inhibitors, primary screen, biochemical, AlphaScreen, human | AlphaScreen MITF homodimerization, bead proximity signal | inhibition, % at 2.6 µM | actives 0.91% (n = 650,000) | Microphthalmia-associated transcription factor (Homo sapiens), O75030; in the data active means inhibition above about 50%;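 further: 0% = vehicle wells with protein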
Target sequence (O75030 whole entry, looked up): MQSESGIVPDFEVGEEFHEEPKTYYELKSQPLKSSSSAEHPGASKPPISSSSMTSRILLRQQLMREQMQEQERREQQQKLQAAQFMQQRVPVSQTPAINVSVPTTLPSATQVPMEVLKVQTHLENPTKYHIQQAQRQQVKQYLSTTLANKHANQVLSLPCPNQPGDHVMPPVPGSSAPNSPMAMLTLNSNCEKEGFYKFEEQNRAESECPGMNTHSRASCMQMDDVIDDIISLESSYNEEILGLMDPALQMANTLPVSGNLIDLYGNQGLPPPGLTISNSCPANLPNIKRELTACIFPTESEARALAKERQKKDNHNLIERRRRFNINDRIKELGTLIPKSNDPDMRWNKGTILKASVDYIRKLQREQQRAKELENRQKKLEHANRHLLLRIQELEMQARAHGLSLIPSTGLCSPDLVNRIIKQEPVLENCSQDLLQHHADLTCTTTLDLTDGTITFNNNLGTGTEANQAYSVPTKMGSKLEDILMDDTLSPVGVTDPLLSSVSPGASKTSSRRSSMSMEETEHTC
GPR151 activ: activators of human GPR151, primary screen, cell-based, PathHunter beta-arrestin, luminescence; PathHunter beta-arrestin GPR151 cells; AID 1508602, 2020; actives 1% (n = 650,000); activation, % at 11.2 µM; in the data active means activation above about 4.9%;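 further: 0% = median of compound wells and 100% = cells with positive control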
Target sequence (Q8TDV0 whole entry, looked up): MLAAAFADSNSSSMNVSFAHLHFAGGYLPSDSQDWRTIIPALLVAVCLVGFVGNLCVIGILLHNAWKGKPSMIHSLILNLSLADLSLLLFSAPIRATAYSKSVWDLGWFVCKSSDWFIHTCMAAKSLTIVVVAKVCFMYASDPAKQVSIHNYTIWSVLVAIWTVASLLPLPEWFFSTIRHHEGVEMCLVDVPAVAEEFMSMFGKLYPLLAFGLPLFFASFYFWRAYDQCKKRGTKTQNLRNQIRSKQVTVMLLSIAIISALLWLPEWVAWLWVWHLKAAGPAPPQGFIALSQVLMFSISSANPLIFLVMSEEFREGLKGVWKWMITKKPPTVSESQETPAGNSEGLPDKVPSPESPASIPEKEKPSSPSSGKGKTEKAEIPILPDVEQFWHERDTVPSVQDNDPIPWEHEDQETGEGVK
TEAD-YAP block: TEAD-YAP interaction inhibition, primary screen, TEAD-YAP interaction inhibitor project, luminescence, HEK-TIYL cells. AID 1259422, 2018. inhibition, % at 9.12 µM. TEAD-Gal4/YAP UAS-luciferase luminescence. actives 1.4% (n = 640,000); in the data active means inhibition above about 32%;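 further: 0% = median of test compound wells and 100% = reference inhibitor wells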
* hit, by the source's call.

SMILES	FBW7 activator	MITF primary	GPR151 activ	TEAD-YAP block
Cc1cc(C)n(Cc2cc(C)c(Cn3nc(C)cc3C)cc2C)n1	-0.1	-7	-0.1	-9
COC(=O)C(c1ccccc1)c1ccccc1	0.0	-2	-0.8	14
O=C(Nc1cccc(Cl)c1)c1cnc(N2CCN(c3ccccn3)CC2)c2ccccc12	0.6	20	0.1	-3
Cc1cccc(C)c1NC(=O)C1CC(=O)N(c2ccc(F)cc2)C1 (stereo not drawn)	0.4	11	-0.1	1
CCCn1ncc(C)c1NC(=O)Cn1nc2c(C)cc3c(C)cc(C)cc3n2c1=O	0.5	-1	0.6	1
COC(=O)C(NC=O)C(O)(c1ccc(OC)cc1)C(F)(F)F (stereo not drawn)	0.1	-1	-0.4	3
CC(C)n1cnc2c(NC3CCN(Cc4ccccc4)CC3)nc(NCc3ccc4c(c3)OCO4)nc21	0.3	6	-0.7	0
CCCC(=O)Nc1cccc(NC(=O)c2cc3ccccc3o2)c1	0.8	17	-3.0	-48
CCc1ccc(OCc2nc(-c3ccc([N+](=O)[O-])cc3)no2)cc1	0.0	-3	0.3	1
Cc1cccc(-n2cc(-c3ccccc3)c3c(N4CCC5(CC4)OCCO5)ncnc32)c1	0.0	-10	1.8	-3
Cc1cc(=O)oc2cc(OCC(=O)Nc3ccc(C(N)=O)cc3)ccc12	-0.2	3	-0.6	-1
O=c1[nH]c(N2CCOCC2)nc2c1CN(Cc1ccc(F)cc1)CC2	-0.1	-26	0.7	6
COc1ccc(OC)c(-n2c(=S)[nH]c3c(sc(=S)n3-c3ccccc3)c2=O)c1	0.1	20	0.6	4
C=CCOc1ccc(/C=C2\C(=O)N(CCOC)C(C)=C2C(=O)OCC)cc1OC	0.3	10	-1.4	-4
CCC(C)(C)n1nnnc1C(c1ccc(O)cc1)N1CCN(C)CC1 (stereo not drawn)	-0.1	0	0.2	0
COc1cc2c(cc1OC)C(COc1ccc(F)cc1)N(C(=O)c1ccco1)CC2 (stereo not drawn)	0.0	-8	0.0	-17
CCOc1cc(C(=O)NC(C)(C)CC)cc(Br)c1OC	0.1	2	0.3	-4
O=C1NN=C(c2ccccc2)C1CCO (stereo not drawn)	-0.2	2	0.5	10
Cc1ccc(C)c(Cn2c(C(=O)O)c(CNC3CCC(C)CC3)c3ccccc32)c1 (stereo not drawn)	-0.1	5	0.3	5
CC1CCCCN1C(=O)Cn1c(=O)oc2cc(S(=O)(=O)N3CCCCC3)ccc21 (stereo not drawn)	-0.1	-4	0.7	2
CC1CCN(S(=O)(=O)c2ccc3c(c2)N(C)C(=O)CC(=O)N3C)CC1	0.3	15	-2.0	-1
Cc1ccc(-c2csc(Nc3ccccc3C)n2)cc1	-0.2	1	0.4	-50
CCOC(=O)C1(O)CSc2nc3sc(C)c(C)c3c(=O)n21 (stereo not drawn)	0.0	15	0.1	8
CCCN1CCN(c2ncnc3sc(C(=O)Nc4cccc(OC)c4)c(C)c23)CC1	-0.1	-1	-0.6	-10
CC(C)N1CCC(N2CCN(Cc3cnc(N4CCOCC4)s3)CC2CCO)CC1 (stereo not drawn)	0.0	1	-0.1	-3
Cc1cccc(NS(=O)(=O)c2cc(C(=O)NCc3cccnc3)ccc2C)c1	0.0	-14	-0.8	-3
COc1cc(CN2CCN(Cc3c[nH]c4ccccc34)CC2CCO)cc(OC)c1 (stereo not drawn)	-0.1	9	0.7	-5
CCc1nn(CCC(N)=O)c(=O)c2cc3oc(C)cc3n12	0.0	13	-0.5	3
CCOC(=O)C(C)Oc1cc2c(C)cc(=O)oc2cc1Cl (stereo not drawn)	-0.1	2	-1.0	-5
CCN(CC)CCN1CCN(c2ccnc3c(-c4ccc(OC)nc4)cnn23)CC1	-0.4	-16	-0.9	-9
Cc1ccc(S(=O)(=O)Nc2ccc3c(c2)C(=O)Nc2ccc(C)cc2O3)cc1	0.1	-4	-0.5	1
FC(F)(F)c1cc(-c2ccccc2)n(-c2cc(N3CCCCC3)ncn2)n1	0.1	3	5.4*	0
CC1(C)CC(=O)C2=C(C1)Nc1ccccc1N=C2	0.1	-2	-0.2	-19
COCCN1CCC(CNC(=O)c2cccc(C)c2)CC1	0.9	12	-2.2	8
O=[N+]([O-])c1ccc(-c2nc(NCCCO)c3ccccc3n2)cc1	-0.3	-6	0.1	2
CCC(C(=O)Nc1ccsc1C(=O)OC)c1ccccc1 (stereo not drawn)	0.3	-2	-0.3	8
COc1ccccc1N1CCN(CC(=O)c2c(C)[nH]c3ccccc23)CC1	-0.1	11	-0.6	20
Cc1ccc(-c2nnc(Nc3ccc(F)cc3)c3ccccc23)cc1S(=O)(=O)N1CCOCC1	-0.1	-8	-0.7	-9
CCN(CC)C(=O)C1=C(C)NC(=S)NC1c1ccccc1OC(F)F (stereo not drawn)	0.0	-2	1.2	-1
COCn1c(CCCO)nc2ccccc21	0.1	0	0.7	0
CCn1c(=N)c(C(=O)NC)cc2c(=O)n3cccc(C)c3nc21	0.0	20	-0.7	32*
O=C1c2ccccc2NC(c2nc3ccccc3[nH]2)N1NS(=O)(=O)c1ccccc1 (stereo not drawn)	0.2	15	-0.2	-9
CC1(C)C(=O)OC(c2cccs2)C(C)(C)C1=O (stereo not drawn)	0.1	-3	-0.3	-6
C=CC[n+]1c2cc(Cl)c(Cl)cc2c(C)n1C	-0.1	-1	0.2	1
CCOc1cc(C2C3=C(CCCC3=O)N(CC(=O)O)C3=C2C(=O)CCC3)cc(Br)c1OCc1ccccc1	0.0	-1	1.2	5
O=C(NCCCO)/C(=C/c1ccccc1F)NC(=O)c1ccccc1	0.0	-2	5.0*	5
NC(=O)N1CCn2c3c(c4cc(C5CCCCC5)ccc42)CCCC31 (stereo not drawn)	0.0	-2	2.4	4
CC1=CC(C)(C)Nc2ccc(OC(=O)c3ccc4c(c3)OCO4)cc21	-0.2	8	1.4	-29
COc1cc(C=Nc2ccc(C)c(F)c2)ccc1OC(C)=O	0.1	-9	34*	4
CCOc1ccc(C(=O)Nc2cccc(-c3nc4cccnc4s3)c2C)cc1	0.1	12	0.9	-1
C=CCNC(=O)C1CC(=O)N(c2ccc(OCC(=O)Nc3ccc(C)c(C)c3)cc2)C1 (stereo not drawn)	0.6	12	0.3	-1
CC1(C)CC(OC(=O)c2ccco2)CC(C)(C)N1O	0.0	1	-0.8	-4
Cc1cccn2c(CN3CCCCC3CCn3cccn3)c(C(=O)N3CCOCC3)nc12 (stereo not drawn)	-0.1	-13	7.8*	1
COc1cccc2c1OC1(CCN(C(=O)Cc3cc(F)ccc3F)CC1)OC2	0.1	-3	-0.8	-1
COCCCn1c(SCC(=O)NC(C)(C)C)nnc1-c1ccncc1	0.1	11	-0.1	2
CCOc1cc(C2C3=C(CC(C)(C)CC3=O)Nc3ccc4ncccc4c32)ccc1O (stereo not drawn)	-0.1	1	1.4	0
O=C(Cc1cccc(Cl)c1)Nc1ccc(Br)cc1	0.1	2	0.5	-9
CCOC(=O)CN1CC23C=CC(O2)C(C(=O)NCc2cccs2)C3C1=O (stereo not drawn)	0.0	12	0.8	1
COc1ccc(-c2cc(C(F)(F)F)n3nc(C(=O)NC4CCCCC4)c(Cl)c3n2)cc1OC	-0.1	0	-0.1	-9
CCN(CC)CCNc1cc(C)nc2c1C(=O)C(=O)C=C2N1CCCCC1	-0.2	9	-0.3	94*

Limited to MITF primary, GPR151 activ and FBW7 activator (6 entries from above):
canonical_smiles,MITF primary,GPR151 activ,FBW7 activator
CC1=CC(C)(C)Nc2ccc(OC(=O)c3ccc4c(c3)OCO4)cc21,8,1.4,-0.2
COc1cc(C=Nc2ccc(C)c(F)c2)ccc1OC(C)=O,-9,34*,0.1
CCOc1ccc(C(=O)Nc2cccc(-c3nc4cccnc4s3)c2C)cc1,12,0.9,0.1
C=CCNC(=O)C1CC(=O)N(c2ccc(OCC(=O)Nc3ccc(C)c(C)c3)cc2)C1 (stereo not drawn),12,0.3,0.6
CC1(C)CC(OC(=O)c2ccco2)CC(C)(C)N1O,1,-0.8,0.0
Cc1cccn2c(CN3CCCCC3CCn3cccn3)c(C(=O)N3CCOCC3)nc12 (stereo not drawn),-13,7.8*,-0.1

Following part.
SMILES	FBW7 activator	MITF primary	GPR151 activ	TEAD-YAP block
COc1cc(/C=N/n2c(C)nnc2C)ccc1OCc1ccccc1Cl	0.0	-10	0.5	-25
Cc1ccc(C(=O)N2CCN(C(=O)c3ccccc3)C2c2ccc(N(C)C)cc2)cc1 (stereo not drawn)	0.2	5	-0.5	-5
O=C(Nc1ccc(Oc2ccccc2)cc1)c1cc2cc(Cl)cc(Cl)c2oc1=O	0.0	5	-0.8	-5
CCCCN1C(=O)SC(Nc2cccc(C)c2)C1=O (stereo not drawn)	0.0	-4	-2.0	-9
O=C(c1ccccc1)N1CCN(CC#CC2(O)CCCCC2)CC1	0.8	20	10*	-2
O=C(O)c1ccc(CNCc2cccc(Cl)c2)s1	-0.1	6	0.8	-6
Cc1cc(C)n2nc(C(=O)N3CCC[C@@H]4CN(CCC(C)C)CC[C@H]43)cc2n1	-0.1	15	-0.9	-6
Cn1c(Cl)nc2ncn(C)c2c1=O	-0.1	2	0.0	0
CCCN1CCN(C(=O)C2c3ccccc3C(=O)N(Cc3ccc(F)cc3)C2c2ccc(OC)cc2)CC1 (stereo not drawn)	0.1	22	0.4	-1
COCCNC(=O)c1ccc(N2CC3CC(C2)c2cccc(=O)n2C3)c(NC(=O)c2ccc(Br)o2)c1 (stereo not drawn)	-0.2	5	0.5	-7
O=C(CSc1nc2ccccc2[nH]1)N1c2ccccc2Sc2ccccc21	-0.1	3	1.3	-5
COc1cc(C(=O)NCc2nnc(SCC(=O)Nc3nccs3)n2-c2cc(C)ccc2C)cc(OC)c1OC	0.3	12	-1.2	9
COc1ccccc1C(NC(=O)C1CCN(C(=O)C2CCCCC2)CC1)c1ccccn1 (stereo not drawn)	0.0	-15	-1.2	-5
COc1ccc(C2CCN(CC(=O)Nc3nc(C)c(C)s3)CC2)cc1	-0.2	7	-0.2	1
COc1ccc(-n2c(-c3cccs3)n[nH]c2=S)cc1	-0.1	-9	0.0	-1
O=C1C2C3C=CC(C3=C3CCCC3)C2C(=O)N1c1ccc(Cl)c(Cl)c1 (stereo not drawn)	0.0	2	1.2	-3
O=C(Nc1cccc(Cl)c1Cl)c1cc2nc(-c3ccc(Cl)cc3)cc(C(F)(F)F)n2n1	-0.1	-9	-0.6	-1
CCCCNC(=O)CCNC(=O)c1ccc(OC)c(OC)c1	-0.1	0	-1.2	-12
CCOC(=O)c1c(C)[nH]c(C(=O)COC(=O)C(CC(C)C)NC(N)=O)c1C (stereo not drawn)	0.1	5	2.2	-1
COc1ccc(C2/C(=C(/O)c3ccc(C)cc3)C(=O)C(=O)N2Cc2ccccc2)cc1OC (stereo not drawn)	0.7	9	-1.5	0

Of the compounds above, these have a nitro group on carbon.
SMILES	FBW7 activator	MITF primary	GPR151 activ	TEAD-YAP block
CCc1ccc(OCc2nc(-c3ccc([N+](=O)[O-])cc3)no2)cc1	0.0	-3	0.3	1
O=[N+]([O-])c1ccc(-c2nc(NCCCO)c3ccccc3n2)cc1	-0.3	-6	0.1	2

Continued:
SMILES	FBW7 activator	MITF primary	GPR151 activ	TEAD-YAP block
Cc1cc(C)nc(N2CCC(N(Cc3cccnc3)C(=O)c3cccc(C#N)c3)CC2)n1	-0.1	-14	-0.4	-7
Cc1ccc(C)c(S(=O)(=O)N(Cc2ccco2)CC2CCCO2)c1 (stereo not drawn)	0.2	-11	-1.3	-9
Cn1c(SCC(=O)c2ccc([N+](=O)[O-])cc2)nnc1-c1ccc(N)cc1	-0.1	8	0.1	-6
CCc1ccccc1NC(=O)CSCC(=O)Nc1ccccc1	-0.2	-4	4.6	-20
Clc1ccc(-c2nc3ccccc3c3nc4ccccc4n23)cc1	-0.1	-5	1.9	-4
CC(=O)OCC1OC(Oc2ccc(C(C)=O)cc2)C(OC(C)=O)C(OC(C)=O)C1OC(C)=O (stereo not drawn)	-0.2	-7	-1.9	-2
Cc1c(C(=O)N2CCCC2)oc2c1-c1nn(CC(=O)NCc3ccccc3F)cc1CC2	0.4	4	0.5	4
COc1cccc(CN2CCNC(=O)C2CC(=O)N2CCC(C)CC2)c1OC (stereo not drawn)	-0.1	-3	-0.8	4
O=C(Nc1ccc2oc(-c3cccc(Cl)c3Cl)nc2c1)c1ccccc1I	0.1	14	0.4	-2
COc1ccc(NC(=O)c2c(NCc3sccc3C)sc3c2CCCCC3)c(OC)c1	-0.2	8	4.5	-8
O=C(/C=C/c1cccs1)N1CCOCC1	0.0	0	0.2	1
CS(=O)(=O)c1ccc(C(=O)NC(c2ccccc2)c2ccccc2)cc1	-0.1	-6	-0.9	-5
O=C1NC(=Nc2ccccc2)S/C1=C\c1ccc(-c2cccc(C(=O)O)c2)o1	0.0	12	-0.5	2
Cc1cc(NCCc2ccc(O)cc2)nc(Nc2ccncn2)n1	0.1	14	-1.1	-18
Cc1cccc(Cl)c1NS(=O)(=O)c1ccc([N+](=O)[O-])cc1	0.1	13	-1.1	4

3 entries from above, with two lines to a compound.
Results follow in this order: FBW7 activator, MITF primary, GPR151 activ, TEAD-YAP block
CC(=O)OCC1OC(Oc2ccc(C(C)=O)cc2)C(OC(C)=O)C(OC(C)=O)C1OC(C)=O (stereo not drawn)
 : -0.2, -7, -1.9, -2
Cc1c(C(=O)N2CCCC2)oc2c1-c1nn(CC(=O)NCc3ccccc3F)cc1CC2
 : 0.4, 4, 0.5, 4
COc1cccc(CN2CCNC(=O)C2CC(=O)N2CCC(C)CC2)c1OC (stereo not drawn)
 : -0.1, -3, -0.8, 4
